EPAC2 antagonist: EPAC2 (human) antagonism; Q8WZA2; EPAC2 GEF exchange of Rap1B-BODIPY-GDP, fluorescence; Potency, µM (highest dose often 114 µM), for the others: top-dose activity, negative = inhibition, usual class: inhibitors; 0.18% of 360,000 active; AID 720708; also: potency is read from the fitted curve at half-maximal effect; % is scaled to controls: 0 for no effect and ±100 for the full control effect; nearly all actives have a fitted effect of over 45% in size; many of its hits are not listed in these tables
PI5P4K alpha inh: blocks human PI5P4K alpha kinase activity. P48426. PI5P4Kalpha enzyme, ADP-Glo luminescence, 60 min; stronger effect = lower value. max response, %. 1.2% of 330,000 active; active = max response of -50% or lower; inconclusive = between -30% and -50%; inactive = -30% or higher; also: value at the top dose of about 77 µM; % is scaled to controls: 0 for no effect and ±100 for the full control effect
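Controls without substrate or without enzyme flank wells where PI5P4Kalpha converts substrate using 5 microM ATP (final). Incubation lasts 60 minutes at room temperature; ADP formed is read by ADP-Glo luminescence.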
MmCpn inh: M. maripaludis TRiC chaperonin inhibition; purified Mm-Cpn ATPase, ADP Transcreener TR-FRET; Potency, µM (titrated, usually from 76.9 µM), for the others: at the top dose activity, negative = inhibition, actives largely listed as inhibitors; 0.031% of 330,000 active; AID 504842; also: potency is read from the fitted curve at half-maximal effect; % is scaled to controls: 0 for no effect and ±100 for the full control effect; nearly all actives have a fitted effect of over 80% in size
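Inhibition of chaperonin ATP hydrolysis is measured as reduced ADP production, detected by competitive TR-FRET in which signal falls with ADP. Final enzyme 25 nM and ATP 10 uM, reacted 30 min at 37°C.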
WRN inhibitor: inhibitors of human WRN helicase; Q14191; AID 651768; Potency, µM (doses to about 114 µM), inactives show at the highest dose activity change, negative = inhibition, actives largely listed as inhibitors; 0.46% of 360,000 active; WRN helicase unwinding, fluorescent forked duplex, kinetic; also: potency is read from the fitted curve at half-maximal effect; % is scaled to controls: 0 for no effect and ±100 for the full control effect; nearly all actives have a fitted effect of over 55% in size
Target sequence (Q14191 whole entry, looked up): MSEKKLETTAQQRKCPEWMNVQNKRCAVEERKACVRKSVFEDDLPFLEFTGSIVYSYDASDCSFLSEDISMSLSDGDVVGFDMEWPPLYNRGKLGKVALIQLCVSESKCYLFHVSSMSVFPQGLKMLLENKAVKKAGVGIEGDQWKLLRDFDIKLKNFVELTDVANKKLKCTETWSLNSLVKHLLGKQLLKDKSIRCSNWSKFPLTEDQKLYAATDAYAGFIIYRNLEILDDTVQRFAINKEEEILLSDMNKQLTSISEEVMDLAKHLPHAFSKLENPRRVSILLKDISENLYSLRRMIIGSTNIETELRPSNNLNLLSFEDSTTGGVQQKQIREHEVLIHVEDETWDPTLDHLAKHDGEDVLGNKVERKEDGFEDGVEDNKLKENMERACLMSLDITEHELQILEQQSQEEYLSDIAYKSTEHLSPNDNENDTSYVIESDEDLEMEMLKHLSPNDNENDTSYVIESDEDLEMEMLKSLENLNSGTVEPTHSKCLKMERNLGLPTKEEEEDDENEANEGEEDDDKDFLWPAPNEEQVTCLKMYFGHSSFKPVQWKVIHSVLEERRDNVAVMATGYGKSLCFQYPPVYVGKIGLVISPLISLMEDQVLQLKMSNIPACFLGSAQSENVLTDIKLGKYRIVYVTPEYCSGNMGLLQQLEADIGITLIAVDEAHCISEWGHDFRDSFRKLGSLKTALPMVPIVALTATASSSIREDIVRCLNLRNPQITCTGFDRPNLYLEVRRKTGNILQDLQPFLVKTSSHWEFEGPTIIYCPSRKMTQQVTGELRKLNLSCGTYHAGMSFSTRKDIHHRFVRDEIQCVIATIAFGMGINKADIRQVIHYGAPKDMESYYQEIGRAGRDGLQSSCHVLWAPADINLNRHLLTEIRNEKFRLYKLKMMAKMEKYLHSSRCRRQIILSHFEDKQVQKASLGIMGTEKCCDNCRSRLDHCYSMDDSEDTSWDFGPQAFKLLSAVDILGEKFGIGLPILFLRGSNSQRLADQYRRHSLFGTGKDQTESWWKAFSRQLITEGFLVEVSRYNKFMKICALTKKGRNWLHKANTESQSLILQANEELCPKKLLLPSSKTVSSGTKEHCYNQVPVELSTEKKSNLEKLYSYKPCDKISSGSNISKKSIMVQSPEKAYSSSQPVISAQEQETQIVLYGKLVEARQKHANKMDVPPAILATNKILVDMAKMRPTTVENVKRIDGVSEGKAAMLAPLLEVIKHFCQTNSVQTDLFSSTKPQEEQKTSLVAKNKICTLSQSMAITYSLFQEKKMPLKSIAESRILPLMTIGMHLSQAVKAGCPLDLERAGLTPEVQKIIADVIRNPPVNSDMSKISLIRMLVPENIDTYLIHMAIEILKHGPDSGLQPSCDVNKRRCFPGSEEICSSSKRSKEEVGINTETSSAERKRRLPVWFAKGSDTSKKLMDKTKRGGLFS
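Kinetic fluorescence helicase assay: unwinding of a quenched forked DNA duplex (100 nM final) with 2 mM ATP final raises red fluorescence (525/598 nm). Compounds sat 15 min at room temperature with 20 nM WRN beforehand.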
CCT modulator: changes cytosolic chaperonin activity | activity change, % (test concentration not listed), hits read low | 0.3% of 360,000 active | purified chaperonin ATPase assay, HTRF ADP detection, 30 min; in the data active = activity change below about -30%; also: % is scaled to controls: 0 for no effect and ±100 for the full control effect
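We incubate TRiC, 40 or 20 nM final, with library compounds at 76 uM and 10 uM ATP for 30 min at 37 °C. ADP formed is detected with Transcreener HTRF reagents after 30 min at room temperature.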
EPAC1 antagonist: EPAC1 (human) antagonism. EPAC1 GEF assay, Rap1b-BODIPY-GDP exchange fluorescence. 0.14% of 360,000 active. Potency, µM (series often up to 115 µM), inactives show at the top dose activity change, negative = inhibition, usual class: inhibitors. O95398;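 also: potency is read from the fitted curve at half-maximal effect; plate controls were vehicle for no effect and positive control for full effect; nearly all actives have a fitted effect of over 50% in size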
PLK1 PBD block: PLK1 (human) polo-box domain binding inhibition. P53350. Plk1 PBD binding of FITC phosphopeptide, fluorescence polarization. Potency, µM, for inactives: max response, negative = inhibition, most hits filed as inhibitors. 2.8% of 360,000 active; also: potency is read from the fitted curve at half-maximal effect; series mostly up to about 57 µM; % is scaled to controls: 0 for no effect and ±100 for the full control effect; nearly all actives have a fitted effect of over 65% in size
EPAC1 ag: EPAC1 (human) agonism. EPAC1 agonist qHTS, biochemical assay; response scale: 100% = response to 6.5 mM cAMP. Potency, µM (series often up to 154 µM), without a hit: at the highest dose activation, hits mostly activators. 0.073% of 360,000 active. AID 720707; also: potency is read from the fitted curve at half-maximal effect; nearly all actives have a fitted effect of over 60% in size
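Multi-concentration qHTS readout: loss of Rap1B-bound BODIPY-GDP fluorescence driven by 100 nM EPAC1 with excess GDP (50 uM), monitored kinetically at room temperature; agonist response expressed relative to 6.5 mM cAMP.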
* marks the source's active call; other numbers are inactive results; ? = inconclusive; · = not tested or not shown; & = joins results of further samples; [ ] = another dose, or the depositor's remark. Unless noted, calls follow the shape of the dose curve; as a rule, active = well fitted curve in the direction sought with a large enough effect; inconclusive = small, poorly fitted or top-dose-only effect, or another doubt; inactive = no such curve, though single readings can be large; an effect the other way counts as inactive or inconclusive. An excerpt; count on the stated rates, not on these rows.

| EPAC2 antagonist | PI5P4K alpha inh | MmCpn inh | WRN inhibitor | CCT modulator | EPAC1 antagonist | PLK1 PBD block | EPAC1 ag | SMILES |
| --- | --- | --- | --- | --- | --- | --- | --- | --- |
| 0% | · | -1% | -3% | -1.7 | 4% | -9% | -2% | Cn1c(=O)c2c(ncn2CC(=O)Nc2nc(-c3ccccc3Cl)cs2)n(C)c1=O |
| 7% | 6 | 3% | 7% | -1.4 | 19% | -11% | 8% | C[C@@H]1CN([C@H](C)CO)C(=O)c2cccc(NC(=O)c3ccncc3)c2O[C@@H]1CN(C)Cc1ccc(C(=O)O)cc1 |
| -4% | 3 | 1% | -21% | -3.5 | -28% | 0% | 12% | O=C(NN1C(=O)c2ccccc2NC1c1ccccn1)c1ccc([N+](=O)[O-])cc1 (centres undefined) |
| -2% | · | -1% | 3% | -0.7 | 9% | -9% | 12% | COc1cc(NS(=O)(=O)c2ccc(NC(=S)NC(=O)C(C)(C)C)cc2)nc(OC)n1 |
| 0% | · | -1%&0% | -5% | -4.5 | 5% | -14% | 10% | O=C1C=C(c2ccccc2)OC(=O)C1C(=O)c1ccccc1 (centres undefined) |
| -2%[57.1 µM] | -29 | -2% | -8% | -1.1 | 3% | ? | 2% | COc1cccc(OC)c1-c1nn2c(-c3ccccc3Cl)nnc2s1 |
| 8% | 5 | -1% | -1% | 0.6 | 5% | 3% | 2% | Brc1ccc(-c2nc(N/N=C/c3cccnc3)c3ccccc3n2)cc1 |
| 0% | -21 | -2% | -7%[57.1 µM] | 2.3 | -11% | ? | 0% | CC(=O)C1=C(C)OC(N)=C(C#N)C1c1cccc([N+](=O)[O-])c1 (centres undefined) |
| -3% | -2 | -7% | 0% | 0.1 | -16% | -12% | 0% | COc1ccc2oc(-c3ccco3)cc(=O)c2c1 |
| -4% | 1 | 0% | -8% | 2.9 | -21% | -9% | -19% | O=C(Cn1nnc(-c2cccc(C(F)(F)F)c2)n1)NNS(=O)(=O)c1cccc(C(F)(F)F)c1 |
| -2% | -9 | 2% | -1% | -0.1 | -3% | -7% | -10% | CCCCN1C(=O)/C(=C2\SC(N3CCOCC3)=NC2=O)c2ccccc21 |
| 16% | 3 | 2% | -10% | 1.3 | -8% | -3% | -4% | COc1ccc(NC(=O)C2CCN(C(=O)C3CC(=O)N(c4ccc(C)cc4)C3)CC2)cc1 (centres undefined) |
| 13% | -1 | -1% | -11% | 1.0 | 5% | 0% | -7% | O=C(CCn1cccc1)NC1CCCc2ccccc21 (centres undefined) |
| -7% | -5 | · | -3% | 2.3 | 11% | 5% | -2% | CC1(C)N=C(N)N=C(N)N1c1ccc(CCCCc2ccccc2)cc1 |
| -1% | -3 | -2% | 2% | -2.8 | -2% | -15% | -6% | CN1CCc2c(sc(NC(=O)Cc3ccccc3)c2C(N)=O)C1 |
| -7% | -6 | 2% | -14% | -0.3 | -8% | -5% | -2% | CC(Oc1ccc(-c2ccccc2)cc1)C(=O)N/N=C/c1cccnc1 (centres undefined) |
| -28% | 1 | 1% | 7% | -0.9 | -12% | -2% | -12% | CCC(=O)N(CCC1(C(C)C)CCOC(C)(C)C1)C(C)c1cccs1 (centres undefined) |
| 1% | 5 | 0% | -7% | -0.5 | -14% | -1% | 2% | CCCc1cc(=O)oc2cc(C)cc(OCC(=O)NCC(O)c3ccccc3)c12 (centres undefined) |
| 5% | 0 | · | -4% | -0.2 | 9% | -3% | 8% | CC1(C)N=C(N)N=C(N)N1c1ccc(OCC(=O)N2CCOCC2)c(Cl)c1 |
| -18% | 1 | 1% | -2% | -1.3 | 0% | -5% | -12% | CCCCCCNS(=O)(=O)c1ccccc1Br |
| 6% | 6 | -7% | 5% | -1.0 | -5% | 0% | 2% | O=C(CCCN1C(=O)c2ccccc2C1=O)Nc1ccccc1C(=O)N1CCOCC1 |
| -19% | -2 | -1% | -4% | -2.2 | -10% | -12% | 3% | O=C(COC(=O)/C=C/c1ccc(F)cc1)NC1CCCCCC1 |
| 3% | 1 | 0% | 6% | -2.4 | 8% | 0% | -1% | OCCNC(=S)Nc1ccc2c(c1)OCCO2 |
| -6% | ? | -6% | -17% | 0.8 | -10% | ? | 1% | C#CCOCCOCCOCCNc1nc(N2CCN(C(=O)[C@H](CCCCN)n3cc(CCCC)nn3)CC2)nc(N2CCN(C(=O)[C@H](Cc3ccc(O)cc3)n3cc(CCO)nn3)CC2)n1 |
| 0% | 1 | 3% | -6% | 1.4 | -15% | -3% | -6% | CCc1ccc(CN2CCC(n3nccc3NC(=O)Cc3ccccc3)CC2)o1 |

Some entries already given, showing only PLK1 PBD block, PI5P4K alpha inh and EPAC1 ag.
Structure	PLK1 PBD block	PI5P4K alpha inh	EPAC1 ag
COc1ccc2oc(-c3ccco3)cc(=O)c2c1	-12%	-2	0%
O=C(Cn1nnc(-c2cccc(C(F)(F)F)c2)n1)NNS(=O)(=O)c1cccc(C(F)(F)F)c1	-9%	1	-19%

Whole records as entered above.
Profile of COc1cccc(OC)c1-c1nn2c(-c3ccccc3Cl)nnc2s1 → EPAC2 antagonist = -2%[57.1 µM]; PI5P4K alpha inh = -29; MmCpn inh = -2%; WRN inhibitor = -8%; CCT modulator = -1.1; EPAC1 antagonist = 3%; PLK1 PBD block = ?; EPAC1 ag = 2%
Profile of OCCNC(=S)Nc1ccc2c(c1)OCCO2 → EPAC2 antagonist = 3%; PI5P4K alpha inh = 1; MmCpn inh = 0%; WRN inhibitor = 6%; CCT modulator = -2.4; EPAC1 antagonist = 8%; PLK1 PBD block = 0%; EPAC1 ag = -1%

(more compounds)
| EPAC2 antagonist | PI5P4K alpha inh | MmCpn inh | WRN inhibitor | CCT modulator | EPAC1 antagonist | PLK1 PBD block | EPAC1 ag | SMILES |
| --- | --- | --- | --- | --- | --- | --- | --- | --- |
| 2% | 3 | 0% | 0% | 0.6 | -10% | 8% | 1% | COc1ccc(CC(=O)Nc2ccc(C)c(S(=O)(=O)N3CCCCCC3)c2)cc1 |
| -5% | 0 | 0% | 7% | -0.9 | -10% | -9% | 18% | CCOc1ccc(/C=C(/NC(=O)c2ccccc2)C(=O)NCCC(=O)O)cc1 |
| 0% | 0 | 0% | -7% | -0.9 | 3% | 1% | -19% | CC(=O)c1c(C)[nH]c(C(=O)OCc2ccccc2F)c1C |
| -2% | · | -2% | 3% | -0.7 | 5% | -9% | 16% | CC1(C)CC(O)CC(C)(C)N1CC(O)COCCOc1ccc(Br)cc1 (centres undefined) |
| 2% | -9 | -4% | -9% | 0.8 | 13% | -3% | 2% | O=C(N[C@@H](Cc1c[nH]c2ccccc12)C(=O)O)c1ccccc1Cl |
| 7% | 4 | 2% | 0% | -1.8 | -6% | -2% | -3% | CCCc1ccc(S(=O)(=O)NCc2nnc(SC)n2C)cc1 |
| 6% | 3 | -5% | 7% | 1.9 | -3% | 2% | -9% | Cc1cccc(NC(=O)NCCN2CCCCC2)c1 |
| 3% | -5 | -1% | 11% | -4.2 | -7% | -6% | 2% | O=C(CSc1ccc(-c2ccc(F)cc2)nn1)NCCc1ccccc1 |
| 8% | -19 | 1% | 1% | -0.8 | -6% | -13% | 0% | Cc1ccc(C(=O)Nc2ccc3c(c2)nc2n3CCSC2)cc1 |
| -3% | -3 | 1% | -2% | -4.0 | -13% | -9% | -21% | CCCCN(CCCNC(=O)C1CCN(C(=O)c2cc3sccc3n2C)CC1)Cc1ccccc1 |
| 11% | · | 1% | -4% | 0.2 | 4% | 0% | -4% | COc1ccc(-n2c(N)c(C(=O)NCc3cccnc3)sc2=S)cc1 |
| -9% | -10 | -1% | 3% | 0.6 | 3% | -10% | 5% | Cc1ccc(OCC(=O)N(Cc2cccc(Cl)c2)C2CCS(=O)(=O)C2)cc1C (centres undefined) |
| 2% | -3 | · | 0% | 0.4 | 3% | -2% | 4% | CC(=O)c1ccc(-c2cccc3nccn23)cc1 |
| 12% | 6 | 1% | -5%[57.1 µM] | 0.3 | -2% | -14% | 3% | CCOC(=O)N1CCN(C(=O)c2cnc3n(c2=O)CCS3)CC1 |
| -8% | · | 0% | -8% | -4.1 | -16% | -5% | 14% | Cc1cccc(NC(=O)c2cc3ccccc3o2)c1 |
| 1% | -12 | 0% | 0% | 2.0 | 5% | 2% | 1% | O=C1CC(c2ccc(O)cc2)Oc2ccccc21 (centres undefined) |
| -1% | 1 | 2% | 5% | -0.2 | 3% | 0% | 1% | Cc1ccc(C)c(NC(=S)NCc2ccccc2)c1 |
| 0% | · | -2% | -2% | 0.6 | 1% | -4% | -8% | CCn1c(SCC(=O)Nc2cccc(OC)c2)nnc1-c1ccc(Cl)cc1 |
| 4% | 2 | -7% | 3% | 1.0 | 11% | -2% | 12% | C/C(=N\NC(=O)c1ccoc1C)c1ccc(Cl)s1 |
| 0% | -8 | -2% | 7% | -1.6 | -7% | -6% | -7% | O=C(CCN1C(=O)C2CC=CCC2C1=O)N1CCN(c2ccccn2)CC1 (centres undefined) |
| -3% | 0 | · | 8% | -3.8 | -13% | -16% | -3% | CC(C)N1CCC(=O)NC1=O |
| -6% | -3 | -1% | -6% | 0.9 | -8% | -2% | -4% | Cc1cc(C)n2nc(C(=O)NCCc3ccccc3)nc2n1 |
| 0%[57.1 µM] | 10 | -4% | 1% | -2.3 | -11% | -1% | 5% | O=C(NC(C(=O)N/N=C/c1c2ccccc2cc2ccccc12)c1n[nH]c(=O)c2ccccc12)c1ccccc1 (centres undefined) |
| -4% | -4 | 3% | -13% | -1.4 | -4% | 2% | -8% | Cc1ccc(NC(=S)N2CCN(S(=O)(=O)c3ccc(F)cc3)CC2)cc1 |
| -6% | -5 | -6% | 3% | -2.5 | -1% | -11% | 4% | CC(C)Cn1c2c(c(O)c(C(=O)Nc3ccc(F)cc3)c1=O)CCCC2 |

Sorted by number of heavy atoms (smallest number first): part of the list above
| EPAC2 antagonist | PI5P4K alpha inh | MmCpn inh | WRN inhibitor | CCT modulator | EPAC1 antagonist | PLK1 PBD block | EPAC1 ag | SMILES |
| --- | --- | --- | --- | --- | --- | --- | --- | --- |
| 6% | 3 | -5% | 7% | 1.9 | -3% | 2% | -9% | Cc1cccc(NC(=O)NCCN2CCCCC2)c1 |
| 0% | 0 | 0% | -7% | -0.9 | 3% | 1% | -19% | CC(=O)c1c(C)[nH]c(C(=O)OCc2ccccc2F)c1C |
| 3% | -5 | -1% | 11% | -4.2 | -7% | -6% | 2% | O=C(CSc1ccc(-c2ccc(F)cc2)nn1)NCCc1ccccc1 |
